PLC-gamma1 inh: inhibitors of human phospholipase C gamma1; 370,000 compounds, 0.84% hits; AID 720700; inhibition, % at 12.2 µM; purified PLC-gamma1, fluorogenic substrate, fluorescence; P19174; in the data active = inhibition above about 9.5%
NR1D1 modulator: modulates human Rev-erb alpha binding to DNA | P20393 | Rev-erbα–FITC-DNA binding, fluorescence polarization, 90 min | activity, % at 10 µM | 370,000 compounds, 0.79% hits | AID 1259318;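 active = activity above about 14%, limit read from the data; passing the limit was not always enough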;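 note: 0% = DMSO wells with 35 nM protein and 100% = DMSO wells with 750 nM protein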
Tn6 DDE FP: inhibitors of Tn6 peptide binding to human fibrin DD(E). Fibrin DD(E) TRITC-Tn6 fluorescence polarization displacement. inhibition, % at 8.3 µM. 370,000 compounds, 0.21% hits. AID 720509;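 active = inhibition above a per-campaign cutoff: mean of compounds within control limits plus 3 SD, cut at about 15% in these data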;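 note: 0% = median of all compound wells on the plate and 100% = blocking peptide control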
PLC-beta3 inh: PLC-beta3 (human) inhibition, primary screen | Q01970 | Purified PLC-beta3, fluorogenic substrate, fluorescence | inhibition, % at 12.2 µM | 370,000 compounds, 0.18% hits | AID 720704; in the data active = inhibition above about 11%;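 note: 0% = median of compound wells on plate and 100% = full blocker control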
UHRF1 binding: UHRF1 methyl-DNA binding inhibition | Q96T88 | UHRF1 binding to methylated oligo, TR-FRET | inhibition, % at 4.4 µM | 370,000 compounds, 0.75% hits; in the data active = inhibition above about 21%;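 note: UHRF1 SRA domain binding a hemimethylated CpG hairpin DNA probe; 0% = median of test compound wells and 100% = reference inhibitor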
Target sequence (Q96T88 whole entry, looked up, the tested form may be a part): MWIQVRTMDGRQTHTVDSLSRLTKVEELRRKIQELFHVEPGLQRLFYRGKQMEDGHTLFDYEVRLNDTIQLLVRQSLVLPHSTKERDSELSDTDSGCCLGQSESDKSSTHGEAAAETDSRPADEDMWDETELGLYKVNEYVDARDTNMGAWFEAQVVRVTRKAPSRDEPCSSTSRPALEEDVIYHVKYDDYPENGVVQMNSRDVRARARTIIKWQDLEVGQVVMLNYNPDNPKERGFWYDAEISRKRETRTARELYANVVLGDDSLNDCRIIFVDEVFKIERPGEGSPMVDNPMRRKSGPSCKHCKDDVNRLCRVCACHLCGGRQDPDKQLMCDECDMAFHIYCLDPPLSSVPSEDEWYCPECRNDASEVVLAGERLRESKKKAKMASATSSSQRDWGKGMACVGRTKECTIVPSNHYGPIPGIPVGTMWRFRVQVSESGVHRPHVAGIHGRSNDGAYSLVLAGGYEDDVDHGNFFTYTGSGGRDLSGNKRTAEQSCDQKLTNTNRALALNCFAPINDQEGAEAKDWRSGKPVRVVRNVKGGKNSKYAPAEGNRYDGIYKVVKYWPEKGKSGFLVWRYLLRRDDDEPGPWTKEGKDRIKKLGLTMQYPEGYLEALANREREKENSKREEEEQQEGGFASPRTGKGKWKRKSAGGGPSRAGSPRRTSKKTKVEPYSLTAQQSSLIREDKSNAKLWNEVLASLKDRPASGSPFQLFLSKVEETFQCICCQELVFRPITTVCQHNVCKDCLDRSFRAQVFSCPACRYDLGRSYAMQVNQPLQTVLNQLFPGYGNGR
sPLA2-III inh: Inhibits HGIII-sPLA2 liposome hydrolysis, primary screen | QFRET BODIPY PC-A2 liposome hydrolysis, fluorescence | inhibition, % at 12.2 µM | 370,000 compounds, 0.56% hits | AID 743126;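 active = inhibition above mean plus 3 SD of compounds lying within the high and low control bounds, cut at about 19% in these data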;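 note: 0% = median of test compound wells and 100% = no enzyme DMSO wells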
DDE Tn7 FP inh: inhibitors of Tn7 peptide binding to human fibrin DD(E) | inhibition, % at 8.3 µM | FP displacement of FITC-Tn7 peptide from fibrin DD(E); 0% = median of compound wells per plate | 370,000 compounds, 0.13% hits;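 active = inhibition above the mean of compounds falling within the control limits plus 3 SD of them, cut at about 14% in these data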;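 note: 0% = plate median of compound wells and 100% = 10 µM Aha-Tn7 peptide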
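assay system = human clot-derived fibrin DD(E) complex | quantity = Fibrin-DD(E) at 2 µM final | timing = 10 min preincubation, 3 h with tracer, room temperature | signal = fluorescence polarization | measure = percent inhibition | benchmarks = high control wells with 10 µM unlabelled Aha-Tn7 peptide (full inhibition) | replicates = singlicate testing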
ARFGAP1 inhibitor: inhibitors of rat ARFGAP1. Q62848. Arfgap1-stimulated ARF1 GTP hydrolysis, GDP FP detection. inhibition, % at 16.5 µM. 360,000 compounds, 0.26% hits. AID 651572;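 active = inhibition above a per-plate limit, mean inhibition of low control wells plus 3 SD, cut at about 25% in these data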;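 note: 0% = DMSO wells with enzyme and 100% = wells lacking Arfgap1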
Target sequence (Q62848 1-136 limits assumed): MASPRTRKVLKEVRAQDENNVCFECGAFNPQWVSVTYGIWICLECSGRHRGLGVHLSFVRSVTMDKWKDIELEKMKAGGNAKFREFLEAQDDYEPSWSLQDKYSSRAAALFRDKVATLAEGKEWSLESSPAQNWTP
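Replicates: Single well per compound | Assay system: Truncated rat Arfgap1 GAP domain | Control set: No-Arfgap1 wells (100%) versus DMSO full-reaction wells (0%) | Times: Enzyme reaction 120 min at 25 °C after 20 min preincubation | Reagent: Human ARF1(Δ1-17)-GTP substrate | Measured by: Tracer-displacement fluorescence polarization with EDTA stop, 620/688 nm | Measure: Percent inhibition of Arfgap1-stimulated GTP hydrolysis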
ASAP1 inh: ASAP1 ArfGAP inhibition; Q9ULH1; ASAP1-stimulated ARF1 GTP hydrolysis, GDP FP detection; inhibition, % at 16.5 µM; 360,000 compounds, 0.19% hits; AID 624377; in the data active = inhibition above about 25%;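 note: 0% = vehicle with enzyme and substrate and 100% = no enzyme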
proKLK7 act: activates the human kallikrein-7 zymogen | purified proKLK7, EDANS-DABCYL substrate fluorescence; 100% is mature enzyme control, 0% vehicle | activation, % at 7 µM | 370,000 compounds, 0.9% hits | AID 652039;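 active = activation above the mean of all tested compounds plus 3 SD, computed per campaign excluding outliers beyond control limits, cut at about 13% in these data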
* = called active by the depositor; x = no result given; & = joins results of further samples. Rows were taken by chance (roughly 4.5% active in at least one column).

SMILES	PLC-gamma1 inh	NR1D1 modulator	Tn6 DDE FP	PLC-beta3 inh	UHRF1 binding	sPLA2-III inh	DDE Tn7 FP inh	ARFGAP1 inhibitor	ASAP1 inh	proKLK7 act
Cc1ccc(C23CC4CC(CC(C(=O)OCC(=O)N(C)C)(C4)C2)C3)cc1	2	-1	1	-2	3	-10	-10	-7	-2	0.4
COc1ccc(C2(C)NC(=O)N(CC(=O)N(c3ccccc3)C3CCS(=O)(=O)C3)C2=O)cc1 (stereo not given)	-1	5	-4	2	0	-3	0	-2	-12	-0.3
CCOC(=O)c1ccc(-c2ccc3oc(-c4ccsc4)cc(=O)c3c2)cc1F	10*	58*	1	-1	9	14	-3	1	-7	-0.5
Cc1ccc(CNC(=O)C2CCC(CNc3nc(=S)[nH]c4ccccc34)CC2)cc1 (stereo not given)	0	8	5	-2	0	9	0	-14	13	0.5
COc1ccc(NC(=O)CN(c2ccc(OC)cc2)S(=O)(=O)c2ccc(OC)c(OC)c2)cc1	-2	14	-2	-5	2	11	5	13	10	0.1
Cn1cnc2c1c(=O)n(Cc1cccc(Cl)c1)c(=O)n2C	-1	-3	1	-1	-1	2	-7	4	6	0.1
COC(=O)CSc1nc(C2CC2)cc(C(F)(F)F)c1C#N	-18	0	-4	-21	4	0	-2	4	7	5.2
COC(=O)Nc1ccc(S(=O)(=O)Nc2cccc3ccccc23)cc1	7	2	0	6	-1	-42	-4	5	2	-0.1
Cc1ccc(NC(=O)C2(C)CCN2C(=O)Cc2ccc(C(C)(C)C)cc2)cc1C (stereo not given)	1	5	-4	-4	-1	-12	5	3	-6	0.3
CC(c1c(O)c2ccccc2[nH]c1=O)C1(C)CCC(O)C(C)(C)O1 (stereo not given)	0	3	-5	5	0	1	-3	13	-9	-0.6
CCCCOc1ccc(-c2csc(N)n2)cc1[N+](=O)[O-]	0	-6	-1	0	6	12	-2	-1	12	0.5
O=C(c1ccc(F)cc1F)C1CCN(c2ccc([N+](=O)[O-])cn2)CC1	2	9	6	-4	1	-2	-1	3	16	0.1
Cc1cccc2c(=O)c(C(=O)N3CCCCCC3)c[nH]c12	-1	-3	-4	-1	23*	5	-3	7	-1	0.5
COc1ccc(CN(CC(=O)NCc2ccccc2)C(=O)CCC(=O)Nc2ccccn2)cc1	0	2	-5	-10	3	12	11	14	3	0.3
Cc1n[nH]c(=S)n(/N=C/c2ccccn2)c1=O	3	-2	-4	4	4	5	4	-1	4	-0.7
CC(=O)C1=C(C)NC(=O)NC1c1cccc([N+](=O)[O-])c1O (stereo not given)	3	-3	1	2	-1	-1	0	4	-14	0.6
CCN(CC)C(=O)c1c2c(nc3ccccc13)-c1ccccc1CC2	-3	4	0	-5	-1	-2	-6	-6	11	-0.3
COC(C[C@H](O)[C@H](C)[C@@H](O)COCc1ccccc1)OC	3	1	1	1	1	8	-4	-2	3	-0.4
O=S(=O)(NCc1ccccn1)C(F)(F)F	-1	-3	-3	3	0	3	-9	-1	4	-0.8
Nc1nc2ncccc2cc1C(=O)NC1CCCCC1	-241	7	6	-330	-2	-1	-1	0	1	24*
Cc1cccc(OCCSc2nc(N)cc(N)n2)c1	-2	2	-2	-6	-2	3	2	-5	-13	0.2
CN(C)C(=O)Oc1ccc[n+](C)c1	0	0&-6	-3	0	1	2	2	13	3	0.4
CCc1ccc(CN(C)C(=O)C2=CC=CN3CCS(=O)(=O)N=C23)cc1	-19	2	5	-29	2	3	1	-1	2	0.8
CC(C)CC1Nc2ncnc(N3CCN(c4ccccc4)CC3)c2N(Cc2ccccc2)C1=O (stereo not given)	-9	-1	-9	-17	-4	1	-3	16	5	0.6
CN1C(C(=O)NCc2ccc(OC(F)(F)F)cc2)CC2Cn3c(nc4cc5ccccc5cc43)C21 (stereo not given)	-1	-3	-3	-8	2	-2	3	1	8	0.1
CCCN(C)C[C@H]1OCc2cnnn2CCCC(=O)N([C@H](C)CO)C[C@@H]1C	-2	2	0	2	23*	7	-3	-7	6	-0.5
Cc1ccc(-c2nnn(CC(=O)N3CCN(c4nc5ccccc5s4)CC3)n2)cc1	1	-4	-3	0	0	-2	4	10	13	0.2
Cc1noc(C)c1CSCC(=O)Nc1nc2ccc(Oc3ccccc3)cc2s1	0	0	-6	-5	-1	-25	-1	5	-1	0.6
CN(C)CCCNC(=O)/C(=C\c1ccc(-c2cccc([N+](=O)[O-])c2)o1)NC(=O)c1ccccc1	1	2	3	3	-11	-4	4	0	10	-0.1
CC(=O)Nc1ccc(OCC(O)CN2CCCCC2C)cc1 (stereo not given)	-2	-2	-1	-6	2	17	5	-6	0	0.0
COc1cccc(NC(=O)CN2C(=O)NC(C)(CCC(C)C)C2=O)c1 (stereo not given)	0	1	-5	2	0	1	0	4	-2	-0.1
CCCC[n+]1ccn(-c2nc3ccccc3nc2[N-]S(=O)(=O)c2ccc(C)cc2)c1	-155	-3	7	-158	-11	-8	-6	6	1	0.1
COc1ccc(S(=O)(=O)NNC(=O)Nc2ccc(C)cc2C)c(OC)c1	-1	1	3	-2	-1	-5	-6	6	4	0.0
CC(C)(C)C(=O)Nc1ccccc1C(=O)OCC(=O)c1ccc2c(c1)OCCO2	1	3	1	-1	10	16	5	4	8	-0.3
Cc1nc(NC2CCCC2)c2nnn(Cc3ccccc3)c2n1	6	0	3	2	0	4	-1	x	x	-0.2
CC(C)[C@H](NC(=O)N1CC(=O)Nc2ccccc21)C(=O)N[C@@H](C(=O)O)c1ccccc1	-2	0	-4	-13	20	3	1	6	-4	0.0
Cc1ccc(OCCCCN2CCc3ccccc3C2)cc1	0	2	6	-3	-1	-10	-2	4	-12	0.3
CC(C)(C)NC(=O)CN(C(=O)CCC(=O)Nc1nccs1)c1ccc(F)c(Cl)c1	1	-3	4	-4	0	4	-1	-12	-11	0.0
Cc1cc(C)cc(N(CC(=O)NCc2ccc3c(c2)OCO3)C(=O)CCC(=O)Nc2ccccn2)c1	-1	-4	7	-2	-1	-2	-7	-7	4	0.5
C[C@H](C[C@H](O)[C@H]1OC1(C)C)C1=C2C[C@H](O)C3[C@@]4(C)CCC(=O)C(C)(C)C4CC[C@]3(C)[C@@]2(C)CC1 (stereo not given in full)	1	0	6	7	-1	-46	2	-16	0	-0.2
C=C(Br)CN1[C@@H](Cc2ccccc2)[C@H](O)[C@@]23C=C[C@@H](C[C@@H]2S1(=O)=O)O3	-1	-2	-3	0	8	-6	7	-6	18	0.0
CCCCCC(=O)N1C[C@@H](n2cc(-c3ccc(F)cc3)nn2)[C@H](O)C[C@@H]1c1ccc(C)cc1	0	7	0	3	-1	-12	1	6	-4	0.3
Cn1c(=O)c2c(nc(NCc3ccc4c(c3)OCO4)n2Cc2ccccc2Cl)n(C)c1=O	-4	2	-3	0	2	5	6	16	-4	-0.4
OC[C@@H]1CN(Cc2ccc(-c3ccccc3)cc2)C[C@H](n2cnc3c(NC4CCCC4)ncnc32)O1	2	13	6	0	-1	-22	6	-5	10	0.3
Cc1ccccc1C(=O)N1CCC(C(=O)OCc2ccccc2Cl)CC1	-6	8	-7	-7	2	-5	3	-11	-8	0.2
CC1CC(C)CN(C(=O)c2nn(C)c3c2CSc2ccccc2-3)C1 (stereo not given)	1	-5	-5	6	-3	5	2	1	-8	-0.1
O=[N+]([O-])c1cc(S(=O)(=O)Nc2cccc(Cl)c2)ccc1N=Nc1c(O)[nH]c2ccccc12	-2	8	-12	-1	3	-4	-4	11	0	0.2
O=C(COC(=O)c1cc(S(=O)(=O)N2CCOCC2)ccc1F)Nc1c(Cl)cccc1C(F)(F)F	2	1	0	-9	1	12	2	9	2	-0.3
Cc1cc(NC(=O)COc2nnc(-c3ccccc3)c3ccccc23)no1	2	2	5	-1	1	1	8	10	5	0.1
COc1cc(/C(C)=N/Nc2ccc(C(=O)O)cc2)cc(OC)c1OC	1	2	-2	0	-1	6	-2	6	-1	0.2
Clc1cccc(Cc2c(-c3cccc(Br)c3)nc3ccc(Br)cn23)c1	-8	20	-4	-13	-3	-24	6	4	-7	-3.1
COc1ccc(CCNC(=O)C2CCCN(S(=O)(=O)c3ccc(F)cc3)C2)cc1 (stereo not given)	-1	5	-1	-3	0	-6	-3	8	-6	-0.1
CC[C@@H]1CC=C[C@H]2[C@H]1C(=O)N(Cc1ccccc1)[C@H]2c1ccc(C(F)(F)F)cc1	0	0	5	4	-1	0	1	8	2	-0.7
CCOc1cc(/C=C/C(=O)c2ccc(C)cc2)ccc1OCC(=O)N(C)C	-26	-8	-6	-27	-4	-12	5	-4	-1	-1.0
COCCn1nnnc1CN(Cc1ccco1)Cc1cc2cc3c(cc2[nH]c1=O)OCO3	-136	1	6	-195	-3	-2	-3	0	4	5.6
COc1ccc(OCCN2CCC(C(=O)NC(c3ccc(OC)cc3)c3ccccn3)CC2)cc1 (stereo not given)	-2	5	-4	1	-1	-4	3	-9	-1	0.3
CCn1c(SCc2cccc(C)c2)nnc1-c1ccc(C)cc1	2	-1	0	5	0	-5	-3	-2	7	-0.1
COc1ccc(CCNC(=O)c2ccc(OCC(=O)N3CCOCC3)c(OC)c2)cc1OC	1	3	-6	-4	-1	-1	-7	15	7	-0.1
COc1cc(NC(=O)c2ccc(F)cc2)c(OC)cc1NC(=O)CN1CCCCC1	-2	-3	0	-11	-1	7	2	3	3	0.0
CCC(=O)Nc1ccccc1C(=O)NC1CCCCC1	0	-2	-10	3	2	4	-2	6	4	0.0
Cc1nccn1CCCNCc1c(C(=O)N2CCCCCCC2)nc2ccc(Cl)cn12	-2	-1	1	-15	0	5	6	10	9	0.5
